TNFa cytotox: cytotoxicity in TNFa-stimulated HUVEC, primary screen, cytotoxicity control for VCAM1 expression modulator project, imaging, Hoechst nuclei count. 0.17% of 93,000 active. HUVEC TNFalpha-stimulated, Hoechst cell count. cell count reduction, % at 2 µM. AID 848, 2007;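 active = cell count reduction exceeding the screen mean by over 5 SD, scaled to untreated wells per plate, cut at about 78% in these data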;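 note: cells counted after 24 h of TNF alpha exposure following the 1 h pretreatment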
Candida biofilm: clotrimazole potentiators killing Candida biofilms, primary screen, with clotrimazole, Alamar Blue; AID 834, 2007; C. albicans biofilm + clotrimazole; inhibition, % at 6 µM; 0.14% of 85,000 active;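 active = inhibition above 20%; inactive = inhibition below 20%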;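 note: preformed 24 hr biofilms exposed to compound for 48 hr; 0% = biofilm without compound and 100% = blank killed by clotrimazole plus chlorhexidine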
HUVEC tox IL1B: cytotoxicity in IL-1B stimulated HUVEC, primary screen, cytotoxicity control for IL-1B NFkB translocation project, imaging, Hoechst nuclear count, IL-1B stimulus | HUVEC cell count loss | cell count reduction, % at 2 µM | 0.41% of 94,000 active | AID 845, 2007;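 active = cell count reduction more than 3 SD above the screen-wide mean, cut at about 70% in these data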;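 note: normalized per plate to untreated control cells as the no-loss baseline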
MT1-MMP txn act: MT1-MMP promoter reporter activation – cell-based, luciferase luminescence, primary screen; HT1080 MT1-MMP promoter luciferase reporter, overnight; stronger effect = higher value; activation factor at 10 µM; 0.16% of 86,000 active; AID 750, 2007;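 active = activation factor of at least 2 for MT1-MMP transcription at 10 µM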
PTPN22 inh 2: PTPN22 phosphatase inhibitors, primary screen, biochemical, DiFMUP fluorescence, 2 µM | Tyrosine-protein phosphatase non-receptor type 22 (Homo sapiens), Q9Y2R2 | recombinant LYP catalytic domain | inhibition, % at 2 µM | 0.21% of 96,000 active | AID 640, 2007;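 active = inhibition at 2 µM at or above a set limit, the screen mean plus 3 SD, cut at about 24% in these data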;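 note: 0% = DMSO with enzyme and 100% = enzyme fully blocked by orthovanadate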
VCAM1 TNFa inh: inhibitors of TNFa-induced VCAM1 expression, primary screen, imaging, HUVEC, TNFa stimulus, immunofluorescence. HUVEC TNFa-induced VCAM-1 immunofluorescence, high-content imaging. AID 802, 2007. inhibition, % at 2 µM. 0.48% of 95,000 active;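 active = inhibition above the batch mean plus 3 SD, with images confirmed as a hit by eye, cut at about 37% in these data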;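 note: 0% = TNF-stimulated DMSO wells and 100% = unstimulated control wells; not every result past the cut was called active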
Smad3 inh: Smad3/FoxH1 peptide binding inhibitors, primary screen, biochemical, TR-FRET; Mothers against decapentaplegic homolog 3 (Homo sapiens), P84022; TR-FRET Smad3/Dy647-FoxH1 peptide binding, europium anti-His; inhibition, % at 25 µM; 0.29% of 88,000 active;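 active = compounds that reduce the energy-transfer binding signal between the protein and its labelled peptide by more than half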;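 note: 0% = Smad3 plus labelled peptide maximal FRET and 100% = peptide-only background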
Target sequence (P84022 whole entry, looked up): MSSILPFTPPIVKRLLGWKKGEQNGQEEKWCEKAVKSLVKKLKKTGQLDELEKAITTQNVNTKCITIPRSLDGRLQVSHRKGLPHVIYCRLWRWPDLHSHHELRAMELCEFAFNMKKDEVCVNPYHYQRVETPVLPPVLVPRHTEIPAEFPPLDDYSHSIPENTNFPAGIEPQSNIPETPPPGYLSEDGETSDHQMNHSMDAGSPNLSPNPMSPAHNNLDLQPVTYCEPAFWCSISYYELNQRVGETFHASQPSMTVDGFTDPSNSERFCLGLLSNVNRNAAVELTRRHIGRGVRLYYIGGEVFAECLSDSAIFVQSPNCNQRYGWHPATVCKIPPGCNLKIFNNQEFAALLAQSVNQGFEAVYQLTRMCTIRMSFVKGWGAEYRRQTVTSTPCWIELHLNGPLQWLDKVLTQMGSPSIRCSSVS
cytoskel mod: modifiers of F-actin cytoskeleton organization, primary screen, imaging, HUVEC, phalloidin staining, high-content imaging | 0.18% of 91,000 active | inhibition, % at 2 µM | AID 836, 2007 | HUVEC TNFa F-actin phalloidin imaging;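 active = inhibition above the batch mean plus 3 SD and confirmed as a hit by visual image inspection, cut at about 30% in these data, passing the limit was not always enough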; note: strong numbers were not always called active
hDAT+cocaine: changed hDAT dopamine uptake under cocaine IC80, either direction, primary screen, cocaine antagonist project, cell-based, LLC-PK1 hDAT, [14C]-dopamine uptake, MLSMR. LLC-PK1 hDAT cells, [14C]-dopamine uptake with cocaine IC80; actives deviate in either direction. AID 449768, 2010. B-score at 10 µM. 1.3% of 110,000 active. Sodium-dependent dopamine transporter (Homo sapiens), Q01959;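 active = Z score or B-score, a plate-position-corrected score, falls beyond the plate's 99.7% confidence bounds, in either direction; inactive = both scores lie inside the 99.7% bounds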;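 note: scored against the spread of the other compound wells on the same plate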
Target sequence (Q01959 whole entry, looked up): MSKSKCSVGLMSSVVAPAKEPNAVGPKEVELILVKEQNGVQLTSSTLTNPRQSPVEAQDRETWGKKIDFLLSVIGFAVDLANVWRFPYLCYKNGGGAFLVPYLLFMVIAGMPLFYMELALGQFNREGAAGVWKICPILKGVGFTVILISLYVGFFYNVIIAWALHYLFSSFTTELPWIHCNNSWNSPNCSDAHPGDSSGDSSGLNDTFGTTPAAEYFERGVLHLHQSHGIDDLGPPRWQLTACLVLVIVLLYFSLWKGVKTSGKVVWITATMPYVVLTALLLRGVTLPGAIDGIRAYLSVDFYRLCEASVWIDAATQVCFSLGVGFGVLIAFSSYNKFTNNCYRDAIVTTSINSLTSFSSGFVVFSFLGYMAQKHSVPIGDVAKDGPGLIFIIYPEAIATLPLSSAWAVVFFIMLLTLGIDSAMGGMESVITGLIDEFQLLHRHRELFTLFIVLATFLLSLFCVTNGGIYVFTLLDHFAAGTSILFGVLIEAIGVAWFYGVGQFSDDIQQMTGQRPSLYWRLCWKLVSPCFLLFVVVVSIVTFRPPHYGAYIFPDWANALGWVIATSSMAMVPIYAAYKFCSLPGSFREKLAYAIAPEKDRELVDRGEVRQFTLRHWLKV
Numbers without * were called inactive; / = no result given; [ ] = remark or other dose.

entry	compound	TNFa cytotox	Candida biofilm	HUVEC tox IL1B	MT1-MMP txn act	PTPN22 inh 2
1	COCC(=O)N(C)C1(c2nnnn2CCOC(=O)Nc2ccc(Cl)cc2)CCCC1	2	4	8	1.2	1
2	COc1ccc(OC)c(/C=N/N(C)c2ccccc2)c1	2	8	-9	1.8	7
3	Cc1ccccc1NC(=O)CSC(N)=O	22	2	14	1.1	8
4	O=C(c1c(Cl)nc2sccn12)N(C(=O)c1c(Cl)nc2sccn12)c1ccc(Cl)cn1	-7	3	18	0.9	-15
5	NC(=O)C1CCC(NC(=O)OCc2ccccc2)CC1 (stereo unspecified)	-11	/	-77	1.2	-2
6	CCCC(=O)NC(Nc1ccc(S(=O)(=O)Nc2cc(C)on2)cc1)(C(F)(F)F)C(F)(F)F	-4	2	-56	1.3	-4
7	COC(=O)C1=C(C)N(CC2CCCO2)C(=O)/C1=C\c1ccc(O)cc1 (stereo unspecified)	10	/	-6	/	-17
8	O=C(NCCc1ccccc1)c1cnc2ccccn2c1=O	-12	/	-10	/	-3
9	Cc1cc(C)c(S(=O)(=O)NCCC2CCCN2C)c(C)c1 (stereo unspecified)	-26	4	-18	1.1	-1
10	COc1ccc(NS(=O)(=O)c2ccc(OC)c(N(C)S(=O)(=O)c3ccc(Cl)cc3)c2)cc1	7	/	-27	/	1

entry	VCAM1 TNFa inh	Smad3 inh	cytoskel mod	hDAT+cocaine
1	-4	4	-12	0.68
2	-16	9	-4	-0.24
3	27	7	10	-0.3
4	27	0	-2	1.6
5	16	-3	7	-0.14
6	12	-10	-13	-0.17
7	10	/	-7	0.32
8	7	/	-6	0.17
9	-5	-2	0	-0.48
10	-2	/	-18	0.85

Some of the entries so far, bar-delimited.
no. | molecule | TNFa cytotox | Candida biofilm | HUVEC tox IL1B | MT1-MMP txn act | PTPN22 inh 2 | VCAM1 TNFa inh | Smad3 inh | cytoskel mod | hDAT+cocaine
7 | COC(=O)C1=C(C)N(CC2CCCO2)C(=O)/C1=C\c1ccc(O)cc1 (stereo unspecified) | 10 | / | -6 | / | -17 | 10 | / | -7 | 0.32
1 | COCC(=O)N(C)C1(c2nnnn2CCOC(=O)Nc2ccc(Cl)cc2)CCCC1 | 2 | 4 | 8 | 1.2 | 1 | -4 | 4 | -12 | 0.68
3 | Cc1ccccc1NC(=O)CSC(N)=O | 22 | 2 | 14 | 1.1 | 8 | 27 | 7 | 10 | -0.3

Continued.
entry	compound	TNFa cytotox	Candida biofilm	HUVEC tox IL1B	MT1-MMP txn act	PTPN22 inh 2
11	CCN1CCN(C(=O)Nc2ccc(Cc3ccc(NC(=O)N4CCN(CC)CC4)cc3)cc2)CC1	-16	7	-9	1.1	-13
12	O=C(OCc1cc2ccccc2[nH]c1=O)c1ccccn1	-11	7	12	1.3	-2
13	Cc1ccc(NC(=O)c2ccc3ccccc3n2)nc1	-5	14	13	0.9	-1
14	CCc1nnc(NC(=O)c2ccc(S(=O)(=O)N(CCOC)CCOC)cc2)o1	8	5	5	1.1	-6
15	CCc1ccc(C(=O)CSc2ncn[nH]2)cc1	-34	6	-4	1.4	1
16	Cc1nc2ccccc2nc1CSc1nncs1	/	2	-1	0.9	8
17	CCN(Cc1ccccc1)C(=O)CCCOc1ccccc1	-10	7	-25	1.5	-11
18	COC(=O)c1oc2ccc(Br)cc2c1NC(=O)CCCN1C(=O)c2ccccc2C1=O	/	4	/	1.1	/
19	Cc1cccc2cc3c(N)c(C(=O)N4CCOCC4)sc3nc12	-13	8	5	0.7	1
20	CCSc1nnc(N(CCC(=O)O)CCC(=O)O)s1	3	5	-45	1.1	-10

entry	VCAM1 TNFa inh	Smad3 inh	cytoskel mod	hDAT+cocaine
11	0	4	0	-0.72
12	-4	15[fluorescence artefact?]	7	-0.06
13	11	7	7	-0.26
14	-21	2	0	-1.6
15	0	3	13	-0.094
16	/	9	/	-0.48
17	-24	5	23	-0.67
18	/	-32	/	-0.24
19	34	7	-21	1.1
20	-8	-5	-48	-1.2

entry	compound	TNFa cytotox	Candida biofilm	HUVEC tox IL1B	MT1-MMP txn act	PTPN22 inh 2
21	O=S(=O)(c1ccc(N2CCN(CCO)CC2)nc1)N1CCCCC1	-12	5	-18	1.2	0
22	O=[N+]([O-])c1cc(/C=N/OCc2c(Cl)cccc2Cl)ccc1N1CCOCC1	-4	/	-5	/	-4
23	S=C1N(c2ccccc2)C(c2ccc(Cl)cc2)N2CCCN12 (stereo unspecified)	3	4	18	1.1	3
24	C[C@H](NC(=O)NCCc1ccccc1)C(=O)O	3	-3	18	1.1	2
25	CC(C)CC(NC(=O)C1CCC(C)CC1)C(=O)Nc1cccnc1 (stereo unspecified)	/	5	/	1.1	/
26	CC#CCCC(=O)N1C=Cc2ccccc2C1C#N (stereo unspecified)	12	/	-18	1.1	-2
27	CCc1ccc(C(=O)CSc2nnc(C)c(=O)[nH]2)cc1	-5	/	-1	/	1
28	O=C1CC(c2cccc(Cl)c2)CC(O)=C1C=NCCCO (stereo unspecified)	-5	1	-51	1.2	-8
29	CN1CCN(c2ccc(NC(=O)c3cccc(OCc4ccccc4)c3)cc2)CC1	-26	-6	-18	1.3	-6
30	CC(NC(=O)NC(N)=O)(C(F)(F)F)C(F)(F)F	-2	/	-25	/	-4

entry	VCAM1 TNFa inh	Smad3 inh	cytoskel mod	hDAT+cocaine
21	11	2	-1	0.0064
22	-3	/	-36	0.58
23	4	-7	-8	-0.84
24	-12	-4	/	0.18
25	/	-4	/	0.012
26	3	/	10	0.67
27	-4	/	8	-0.94
28	-1	2	6	1.1
29	1	13	-22	/
30	-23	/	-16	0.078

Values in list order from the entries so far.
PTPN22 inh 2 for entries 26 to 30, in order: -2, 1, -8, -6, -4
VCAM1 TNFa inh for entries 26 to 30, in order: 3, -4, -1, 1, -23

Other structures:
entry	compound	TNFa cytotox	Candida biofilm	HUVEC tox IL1B	MT1-MMP txn act	PTPN22 inh 2
31	Cc1cc(C)n2nc(CC(=O)NC3CCCCCCC3)nc2n1	-1	-1	16	1.2	-8
32	COC(=O)c1c(C(=O)OC)c2n(c1C)CCC2	2	12	-16	/	-31
33	COC(=O)COC(=O)CC(CC(N)=O)c1ccccc1 (stereo unspecified)	-5	4	-15	1.1	-4
34	CCCCn1nc2cc(C(=O)NCc3ccc4c(c3)OCO4)ccc2c1OCC	-7	/	-6	/	0
35	Cc1oc(CC(C)C)c(CN)c1C(=O)O	17	/	11	/	12
36	Cc1c(C)c2cc(Cl)c(O)c(CN3CCN(C)CC3)c2oc1=O	19	-3	16	1.1	-7
37	COc1ccc(C2C(C(C)=O)=C(O)C(=O)N2CCCn2ccnc2)cc1OC (stereo unspecified)	/	4	/	1	/
38	CCc1cc2c(C)cc(=O)oc2cc1OC(=O)C1CCCN1C(=O)OC(C)(C)C (stereo unspecified)	-2	9	-14	1.2	-3
39	Cc1cc2c(c(=O)o1)C(C(C)C)C(C#N)=C(N)O2 (stereo unspecified)	-39	5	-22	1	-1
40	O=C(COc1ccc(S(=O)(=O)N2CCCC2)cc1Cl)NCc1ccc2c(c1)OCO2	-24	10	-2	1	-10

entry	VCAM1 TNFa inh	Smad3 inh	cytoskel mod	hDAT+cocaine
31	1	6	11	0.018
32	-2	8	-1	-1.4
33	-15	-10	-26	-1.4
34	-6	/	-12	0.63
35	18	/	-16	-0.48
36	26	14	-9	0.3
37	/	7	/	0.39
38	-19	12	27	-0.24
39	18	31[fluorescence artefact?]	24	0.42
40	4	1	-8	0.5

entry	compound	TNFa cytotox	Candida biofilm	HUVEC tox IL1B	MT1-MMP txn act	PTPN22 inh 2
41	CC1=C(C(=O)N2CCOCC2)C(c2ccsc2)C2=C(CCCC2=O)N1 (stereo unspecified)	-24	7	-26	1.1	-18
42	Cc1cc2c(cc1C)NC(=O)CC(C(F)(F)C(F)(F)C(F)(F)F)=N2	-18	3	16	1.2	12
43	O=C(/C=C/c1cccc(Cl)c1)NCc1cccs1	6	/	-17	/	-5
44	Cc1cc(C)n(-c2ccc(C(=O)OC(C)C)cc2)n1	9	/	-10	/	0
45	Cc1ccc2nc(SCC(=O)Nc3ccccc3N3CCOCC3)c(C#N)cc2c1	7	3	3	1.3	0
46	Cc1onc(-c2ccccc2)c1C(=O)Nc1ccccc1C#N	/	7	/	1.1	/
47	O=C(COc1ncnc2c(Cl)cc(Cl)cc12)N1CCCCC1	72	11	-2	1.1	-2
48	CCOc1ccc2nc(NC(=O)CSc3ccc(Cl)cc3)sc2c1	-21	8	-8	1.2	3
49	CCC(C)NC(=O)CSc1ncccc1C(=O)O (stereo unspecified)	-9	2	-4	0.9	-3
50	C=C(C)c1cccc(C(C)(C)NC(=O)NCC2CCCO2)c1 (stereo unspecified)	16	7	4	1	3

entry	VCAM1 TNFa inh	Smad3 inh	cytoskel mod	hDAT+cocaine
41	-2	-2	-6	-0.58
42	-4	6	30	-0.66
43	0	/	5	1.2
44	-5	/	-11	-0.18
45	8	-7[fluorescence artefact?]	-16	/
46	/	-3	/	0.41
47	-19	-5	8	0.11
48	-30	-15	3	0.73
49	13	-8	-3	-1.3
50	8	10	-19	-0.022

Grouped by structure: the compounds so far containing a CF3 group
entry	compound	TNFa cytotox	Candida biofilm	HUVEC tox IL1B	MT1-MMP txn act	PTPN22 inh 2
6	CCCC(=O)NC(Nc1ccc(S(=O)(=O)Nc2cc(C)on2)cc1)(C(F)(F)F)C(F)(F)F	-4	2	-56	1.3	-4
30	CC(NC(=O)NC(N)=O)(C(F)(F)F)C(F)(F)F	-2	/	-25	/	-4
42	Cc1cc2c(cc1C)NC(=O)CC(C(F)(F)C(F)(F)C(F)(F)F)=N2	-18	3	16	1.2	12

entry	VCAM1 TNFa inh	Smad3 inh	cytoskel mod	hDAT+cocaine
6	12	-10	-13	-0.17
30	-23	/	-16	0.078
42	-4	6	30	-0.66

(more compounds)
entry	compound	TNFa cytotox	Candida biofilm	HUVEC tox IL1B	MT1-MMP txn act	PTPN22 inh 2
51	Cc1ccc(-c2ccc(/C=C3\C(=O)ON=C3c3ccccc3)o2)c([N+](=O)[O-])c1	-26	/	-2	/	6
52	CCOC(=O)C1CCCN(c2c(NCc3ccco3)c(=O)c2=O)C1 (stereo unspecified)	/	2	/	1.3	/
53	CC1CN(C(=O)c2cc3c(s2)CCC3)CC(C)O1 (stereo unspecified)	2	4	33	1.1	14
54	Cc1ccc(Nc2ncnc3c2oc2ccccc23)cc1	/	5	-11	1.8	5
55	Cc1nnc(NC(=O)CSc2nccn2-c2cccc(C)c2C)s1	2	0	0	0.4	-9

entry	VCAM1 TNFa inh	Smad3 inh	cytoskel mod	hDAT+cocaine
51	5	/	-2	1.3
52	/	7	/	0.74
53	-10	11[fluorescence artefact?]	7	-0.3
54	-24	11	11	/
55	25	-6	-22	-0.65

Compound activity as filed in PubChem BioAssay.

This is a subset (hit frequency here may not be typical).
